Screening data: PubChem BioAssay, National Center for Advancing Translational Sciences (NCATS)
EPAC1 antag – antagonists of human EPAC1; O95398; EPAC1 GEF assay, Rap1b-BODIPY-GDP exchange fluorescence; Potency, µM (doses to about 115 µM), for the others: at the top dose activity change, negative = inhibition, hits mostly inhibitors; 360,000 compounds, 0.14% hits;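 also: potency is read from the fitted curve at half-maximal effect; plate controls were vehicle for no effect and positive control for full effect; nearly all actives have a fitted effect of over 50% in size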
IL2 activator – IL-2 activation | 360,000 compounds, 0.065% hits | activation, % (series mostly up to about 46 µM) | IL-2 activation reporter assay, cell-based qHTS; stimulated with anti-CD3/CD4/CD28 beads; in transgenic mouse T cells; in the data active = activation above about 50%; inconclusive = mostly about 30% to 49%; also: 0% is about no effect
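Using fluorescent plate cytometry, EGFP and DsRed are detected in transgenic mouse T cells stimulated 18 h at 37 degrees C with antibody-coated beads after 60 min compound pretreatment.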
EPAC1 ag – EPAC1 (human) agonism; O95398; Potency, µM (titrated, usually from 154 µM), for inactives: top-dose activation, actives largely listed as activators; EPAC1 agonist qHTS, biochemical assay; response scale: 100% = response to 6.5 mM cAMP; AID 720707; 360,000 compounds, 0.073% hits; also: potency is read from the fitted curve at half-maximal effect; nearly all actives have a fitted effect of over 60% in size
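Compounds were pinned as a concentration titration into mixtures of EPAC1 (100 nM), BODIPY-GDP-loaded Rap1B (250 nM) and GDP (50 uM). After 5 min at room temperature, fluorescence was followed for 30 min; activity was scaled to 6.5 mM cAMP.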
PLK1 PBD inh – inhibitors of human PLK1 polo-box domain binding; P53350; Plk1 PBD binding of FITC phosphopeptide, fluorescence polarization; Potency, µM, for inactives: max response, negative = inhibition, actives largely listed as inhibitors; 360,000 compounds, 2.8% hits; AID 720504; also: potency is read from the fitted curve at half-maximal effect; series mostly up to about 57 µM; % is scaled to controls: 0 for no effect and ±100 for the full control effect; nearly all actives have a fitted effect of over 65% in size
Target sequence (P53350 whole entry, looked up, the tested form may be a part): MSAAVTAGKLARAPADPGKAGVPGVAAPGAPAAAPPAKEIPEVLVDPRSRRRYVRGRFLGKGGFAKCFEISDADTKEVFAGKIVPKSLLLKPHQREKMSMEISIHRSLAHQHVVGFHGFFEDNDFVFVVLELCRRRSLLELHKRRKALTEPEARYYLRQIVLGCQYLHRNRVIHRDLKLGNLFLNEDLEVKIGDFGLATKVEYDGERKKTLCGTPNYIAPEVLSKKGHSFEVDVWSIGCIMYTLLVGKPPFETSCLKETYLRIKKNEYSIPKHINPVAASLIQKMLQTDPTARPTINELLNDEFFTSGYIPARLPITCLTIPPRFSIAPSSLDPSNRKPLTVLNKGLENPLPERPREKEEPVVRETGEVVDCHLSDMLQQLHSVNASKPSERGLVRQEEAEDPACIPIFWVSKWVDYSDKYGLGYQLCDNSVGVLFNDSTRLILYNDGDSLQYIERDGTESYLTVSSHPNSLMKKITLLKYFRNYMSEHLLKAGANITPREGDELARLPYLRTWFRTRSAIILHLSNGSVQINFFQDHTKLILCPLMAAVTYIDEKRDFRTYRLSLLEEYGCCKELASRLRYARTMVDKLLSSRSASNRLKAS
FUS suppressor – suppressors of FUS proteinopathy in yeast; 390,000 compounds, 0.24% hits; S. cerevisiae FUS-expressing, growth rescue, OD600, 24 h; Potency, µM (top dose mostly 76.6 µM), for the others: top-dose growth rescue (activation), usual class: activators; AID 1347120;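 also: potency is read from the fitted curve at half-maximal effect; plate controls were DMSO vehicle for no effect and reference control for full effect; nearly all actives have a fitted effect of over 55% in size; some results filed as inactive show a strong effect at the top dose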
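Yeast FUS proteinopathy model; galactose-induced FUS (2%), starting OD 0.005. Cpds in dilution series, 24hr, 30C, 99% humidity. Abs 600 nm growth. Pos ctrl CP55940 (top 92uM final); neg ctrl DMSO.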
Abeta rescue – compounds reversing amyloid beta toxicity in yeast; yeast expressing A-beta42, growth rescue, OD600, 48 h; response scale: 0% DMSO, 100% iron-clioquinol control; Potency, µM (titrated, usually from 46.1 µM), without a hit: at the highest dose growth rescue, usual class: activators; 410,000 compounds, 0.063% hits; AID 1347071; also: potency is read from the fitted curve at half-maximal effect; nearly all actives have a fitted effect of over 55% in size
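Growth rescue measured by 600 nm absorbance after 48 h yeast culture at 30 C with compound. Values normalized between DMSO and an equimolar ferric chloride plus clioquinol control.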
PI5P4K alpha inh – blocks human PI5P4K alpha kinase activity | 330,000 compounds, 1.2% hits | PI5P4Kalpha enzyme, ADP-Glo luminescence, 60 min; stronger effect = lower value | max response, % | AID 652105; active = max response of -50% or lower; inconclusive = between -30% and -50%; inactive = -30% or higher; also: value at the top dose of about 77 µM; % is scaled to controls: 0 for no effect and ±100 for the full control effect
Target sequence (P48426 whole entry, looked up): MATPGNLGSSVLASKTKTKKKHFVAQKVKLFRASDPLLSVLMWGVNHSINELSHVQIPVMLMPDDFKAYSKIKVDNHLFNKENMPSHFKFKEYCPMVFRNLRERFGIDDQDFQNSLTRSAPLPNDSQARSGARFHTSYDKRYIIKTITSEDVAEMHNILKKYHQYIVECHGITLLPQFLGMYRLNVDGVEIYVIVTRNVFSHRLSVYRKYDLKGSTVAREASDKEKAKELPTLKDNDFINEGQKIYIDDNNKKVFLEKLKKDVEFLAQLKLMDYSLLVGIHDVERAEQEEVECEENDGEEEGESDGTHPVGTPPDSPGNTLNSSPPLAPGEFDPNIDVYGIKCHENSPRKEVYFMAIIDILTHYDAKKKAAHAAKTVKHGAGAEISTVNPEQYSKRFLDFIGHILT
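Controls without substrate or without enzyme flank wells where PI5P4Kalpha converts substrate using 5 microM ATP (final). Incubation lasts 60 minutes at room temperature; ADP formed is read by ADP-Glo luminescence.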
WRN inhibitor – inhibitors of human WRN helicase; WRN helicase unwinding, fluorescent forked duplex, kinetic; AID 651768; 360,000 compounds, 0.46% hits; Potency, µM (top dose mostly 114 µM), for inactives: at the top dose activity change, negative = inhibition, hits mostly inhibitors; also: potency is read from the fitted curve at half-maximal effect; % is scaled to controls: 0 for no effect and ±100 for the full control effect; nearly all actives have a fitted effect of over 55% in size
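Kinetic red-fluorescence monitoring (525/598 nm) tracks WRN helicase activity after 100 nM fluorophore-quencher forked duplex and 2 mM ATP are added to 20 nM enzyme pretreated 15 min at room temperature with compound.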
Active calls of the source: *; u = inconclusive; x = not tested or not shown; [ ] = dose if it differs, or a comment. Unless noted, calls follow the shape of the dose curve; as a rule, active = well fitted curve in the direction sought with a large enough effect; inconclusive = small, poorly fitted or top-dose-only effect, or another doubt; inactive = no such curve, though single readings can be large; an effect the other way counts as inactive or inconclusive.

SMILES | EPAC1 antag | IL2 activator | EPAC1 ag | PLK1 PBD inh | FUS suppressor | Abeta rescue | PI5P4K alpha inh | WRN inhibitor
COc1ccc(CCn2c(-c3cccc([N+](=O)[O-])c3)nc3nc4ccccc4nc32)cc1 | -23.5% | 0.7 | 8.6% | -12.8% | -22.3% | 10.6% | -1.4 | 9.0%
COc1cccc(N2CC(NC(=O)C(=O)c3c(C)[nH]c4ccccc34)CC2=O)c1 (stereo unspecified) | -2.6% | -3.8 | 8.2% | -3.9% | 7.0% | 5.4% | 8.6 | 5.3%
Cc1sc2nc(COC(=O)c3c(F)cccc3F)[nH]c(=O)c2c1C | -2.4% | 0.0 | -5.9% | -3.2% | 13.1% | -5.9% | 8.4 | -1.8%
Cc1cc(NC(=O)CSc2nnc(Cc3cccn3C)n2CCc2ccccc2)no1 | -4.1% | 2.0 | -9.2% | 0.0% | 9.2% | 13.7% | -2.9 | 7.7%
CCn1c(C)[n+](CCCS(=O)(=O)[O-])c2cc(Cl)c(Cl)cc21 | 9.8% | -2.7 | -0.4% | -3.7% | 21.1% | -6.3% | -1.1 | -11.6%
CCOC(=O)c1c(NC(=O)c2cc(-c3ccc(Cl)s3)nc3ccccc23)sc(C(N)=O)c1C | 19.2% | 6.2 | -3.0% | -10.3% | x | -15.1% | -28.7 | -10.0%
CC(=O)c1c(O)c2ccccc2n(Cc2ccccc2)c1=O | 16.5% | -3.5 | 0.8% | 2.8% | 12.0% | 4.4% | 0.3 | -1.4%
CCOc1ccc(S(=O)(=O)N/N=C(\C)c2ccc(Cl)c(Cl)c2Cl)cc1 | -3.6% | 1.3 | -2.4% | -16.8% | x | 6.2% | 2.4 | -6.9%
Cc1ccc(C(=O)Nc2cccc(C(F)(F)F)c2)cc1Nc1cnccn1 | -10.6% | -1.1 | 0.5% | -19.3% | -7.3% | -9.7% | -3.3 | 4.3%
CCN1CCCC1CNC(=O)c1cc2c(-c3cccc(OC)c3)nn(C)c2s1 (stereo unspecified) | 1.3% | 0.4 | 0.8% | -1.0% | 18.7% | 4.9% | 0.5 | 59.1%[activator]
COc1ccc(CN2C(=O)CN=C2Nc2cc(C)ccc2C)cc1 | -0.5% | -1.0 | 4.4% | -3.0% | 20.0% | -2.9% | -0.8 | -2.9%
NC(=O)COc1ccc2cc(-c3ccccc3)c(=O)oc2c1 | 11.2% | -0.4 | 4.9% | -6.7% | -2.0% | x | -1.3 | -2.5%
CC(C)(C)c1ccc(C(=O)N2CCC2(C)C(=O)Nc2cnc3ccccc3c2)cc1 (stereo unspecified) | -25.5% | 0.8 | 3.5% | -3.6% | 14.5% | -3.4% | 3.0 | -7.4%
COc1ccc(OC)c(C(=O)c2ccc(C(=O)Nc3cccc4ccccc34)cc2)c1 | -10.7% | 0.6 | 6.0% | 6.5% | -9.2% | 11.5% | -11.6 | -9.6%
Cc1ccccc1C(N)=O | -14.2% | 0.3 | 4.6% | -5.5% | -43.5% | -12.6% | 7.6 | 0.4%
CCCCC(CCC(=O)Nc1cccc([N+](=O)[O-])c1)C(=O)O (stereo unspecified) | -20.3% | -3.5 | 3.4% | -11.0% | 14.6% | -9.3% | 0.2 | 3.0%
O=C(Nc1ccn(CCCNCc2ccc3[nH]ccc3c2)c(=O)n1)OCc1ccccc1 | -8.2% | 0.2 | 1.8% | -4.2% | -3.2% | 0.2% | 5.1 | -12.1%
Cc1nn(-c2ccccc2)c(N2CCCC2)c1/C=N/NC(=O)c1cc(-c2ccccn2)nc2ccccc12 | 2.8% | 0.6 | 0.7% | -0.5% | 40.7% | 12.4% | -5.1 | -7.7%
CC(NC(=O)Cc1ccccc1)c1nc2ccccc2[nH]1 (stereo unspecified) | 34.5%[activator] | -3.1 | -18.2% | -1.5% | -18.1% | 6.1% | 2.6 | 7.2%
CC(C)(C)C(=O)Cn1c(NCCCO)nc2ccccc21 | -14.2% | -1.9 | -5.9% | -4.7% | -32.1% | 12.7%[9.22 µM] | -1.5 | -18.4%
COc1cccc(NC(=O)CN(C)C(=O)CCc2nc3sc4c(c3c(=O)[nH]2)CCCC4)c1 | -21.4% | 0.7 | -16.3% | -13.9% | u | -7.4% | u | u
CCC(=O)Nc1nc(C)c(-c2csc(Nc3ccc(C(=O)O)cc3)n2)s1 | -15.0% | -0.6 | 2.9% | u | 8.2% | -10.9% | -23.7 | -7.9%
Cc1ccc2[nH]c(=O)c(CN(CCO)C(=O)N(C)C)cc2c1 | 9.9% | 1.6 | 7.6% | -6.2% | 8.4% | 8.1% | x | 4.6%
Cc1ccc2nc(Cl)c(C3CC(c4cccs4)=NN3C(=O)CCCC(=O)O)cc2c1 (stereo unspecified) | 7.8% | -0.9 | 1.5% | -13.6% | 24.3% | 2.2% | -2.7 | 3.3%
Cc1cc(C(=O)CN2C(=O)CCC2=O)c(C)n1Cc1ccccc1 | 11.9% | -4.0 | -16.1% | -10.8% | 36.7% | 1.2% | -2.3 | -6.8%

Structural class, the entries above with fluorine
SMILES | EPAC1 antag | IL2 activator | EPAC1 ag | PLK1 PBD inh | FUS suppressor | Abeta rescue | PI5P4K alpha inh | WRN inhibitor
Cc1sc2nc(COC(=O)c3c(F)cccc3F)[nH]c(=O)c2c1C | -2.4% | 0.0 | -5.9% | -3.2% | 13.1% | -5.9% | 8.4 | -1.8%
Cc1ccc(C(=O)Nc2cccc(C(F)(F)F)c2)cc1Nc1cnccn1 | -10.6% | -1.1 | 0.5% | -19.3% | -7.3% | -9.7% | -3.3 | 4.3%

Next part.
SMILES | EPAC1 antag | IL2 activator | EPAC1 ag | PLK1 PBD inh | FUS suppressor | Abeta rescue | PI5P4K alpha inh | WRN inhibitor
O=C(O)c1cc([N+](=O)[O-])ccc1NCCCc1ccccc1 | -16.1% | -0.1 | -16.8% | -27.7% | -7.5% | -12.8% | -1.0 | -9.1%
CCOC(=O)C1CSC(CC(=O)Nc2ccc(OC(F)(F)F)cc2)C(=O)N1 (stereo unspecified) | -15.3% | -0.5 | -2.8% | 1.1% | 14.9% | -2.8% | 8.9 | 12.0%
Brc1ccccc1OCCCN1CCOCC1 | 6.4% | -2.1 | -0.6% | -8.8% | 13.8% | -3.4% | x | -0.7%
O=C(COC(=O)c1ccc(N2CCCC2=O)cc1)c1ccccc1 | -11.6% | -0.4 | -8.2% | -2.3% | 20.5% | -10.8% | -21.4 | -27.6%
c1ccc(SCc2nc3ccccc3[nH]2)cc1 | 8.1% | -2.1 | -1.7% | -7.2% | u | -0.1% | x | -12.5%
Cc1nn(CCC#N)c(NC(=O)c2ccc(Cl)cc2Cl)c1P(=O)(Nc1ccc([N+](=O)[O-])cc1)N1CCOCC1 (stereo unspecified) | -0.2% | 0.7 | 9.9% | -10.8% | 9.7% | 3.7% | x | -7.5%
COc1ccc(-c2oc3ccc(N4CCOCC4)cc3c2C#CCO)cc1 | -26.1% | -0.6 | -1.1% | -1.9% | -16.5% | -6.4% | 4.4 | -7.6%
COc1ccc(S(=O)(=O)N2CCCCC2C(=O)O)cc1 (stereo unspecified) | 2.9% | -2.9 | -6.1% | 1.8% | -12.3% | 14.0% | x | -2.3%[57.1 µM]
Cc1nc(NCCc2ccccc2)c2oc3ccccc3c2n1 | -5.2% | -4.5 | 9.4% | 0.4% | 11.3% | -24.8% | 0.0 | -3.8%
Cc1cc(C)nc(NC(=O)CCCC(=O)O)c1 | -3.8% | -0.7 | 9.3% | -5.6% | -0.1% | -6.4% | -9.6 | 5.5%
COC(=O)c1cc(C)nc2c1c(C)nn2-c1ccccc1 | -7.1% | 1.9 | -1.2% | 5.4% | -0.6% | -21.8% | 15.9 | -2.8%
Cc1noc(C)c1COC(=O)c1ccc(-c2nc3ccccc3s2)s1 | -9.9% | 0.2 | 3.4% | -1.9% | 12.8% | -11.2% | 0.6 | 9.7%[57.1 µM]
C#CCn1c(=NC(=O)c2ccc(Cl)s2)sc2cccc(OC)c21 | 6.1% | -2.6 | -1.1% | -3.4% | -10.0% | -12.2% | 1.4 | -0.8%
Cn1nnnc1SCC(=O)NCc1ccco1 | -10.3% | 0.7 | 1.8% | -1.9% | 5.8% | 6.3% | x | -6.9%
COc1ccc(-c2nc(NC(=O)C3=NN(c4cccc(C)c4)C(=O)CC3)sc2C)cc1 | -2.4% | -1.0 | 9.4% | -9.1% | -1.6% | 8.7% | -0.9 | 1.1%
COc1ccc(-c2cc(C(F)(F)F)nc(N3CCCCC3)n2)cc1OC | -11.3% | -0.5 | 9.8% | 0.5% | -15.8% | 14.2% | 29.5 | -13.7%
Cc1cccnc1CCNCc1c(C(=O)N2C[C@@H](C)O[C@@H](C)C2)nc2ccc(Cl)cn12 | -20.5% | 0.6 | 1.4% | -3.5% | 14.7% | 12.2% | 5.0 | -14.5%
CCOC(=O)[C@]12CCCC=C1N(CCC1=CCCCC1)C(=O)[C@H](CC(=O)NCC13CC4CC(CC(C4)C1)C3)C2 | -15.8% | -0.9 | 6.4% | -14.9% | 44.1% | 14.1% | -3.2 | -4.7%
COc1ccc(C(CC(=O)NCc2ccccc2)C(C)C)cc1 (stereo unspecified) | -1.7% | -1.3 | 7.4% | -5.5% | -5.5% | 3.2% | 4.4 | 0.7%
Cc1noc(C)c1COc1ccccc1C(=O)N(C)Cc1ccco1 | 0.4% | -0.3 | 0.6% | -1.3% | x | 6.0% | -1.0 | -3.3%
N#C/C(=C\c1cn(CCOc2ccccc2)c2ccccc12)C(=O)NCc1cccs1 | -5.8% | 0.6 | 2.5% | -8.0% | x | 3.2% | -2.2 | 1.9%
O=C(CC(CC(=O)c1ccccc1)c1ccco1)c1ccccc1 | 13.0% | -1.1 | -0.1% | 13.6% | 14.0% | -9.6% | -1.0 | -7.7%
Cc1ccc(C(=O)Nc2ccc([N+](=O)[O-])cn2)o1 | -3.2% | -3.6 | -4.4% | -8.3% | x | 8.9% | -11.6 | 5.4%
O=C(O)c1ccccc1NC(=O)C1CCN(S(=O)(=O)c2cccc3nsnc23)CC1 | -1.7% | -0.8 | 6.9% | -14.6% | -0.6% | 6.9% | -16.5 | -11.4%
O=C(/C=C/Nc1ccc(F)cc1)c1ccc(Br)cc1 | -7.8% | 0.4 | -9.7% | -1.3% | -17.5% | -16.9% | -2.6 | 3.1%
CCN(CC)CCNc1cc(C)nc2c1C(=O)C(=O)C=C2N1CCCCC1 | -10.3% | -0.7 | -9.9% | 2.5% | -6.8% | 3.1% | 0.4 | -1.5%
O=C(C1CC(=O)N(C2CCCC2)C1)N1CCN(c2ccccc2)CC1 (stereo unspecified) | -3.3% | 3.1 | -12.1% | -1.7% | 14.6% | 4.7% | -2.9 | -2.5%
